Lamin A splicing: changes lamin A minigene splicing in HeLa cells. HeLa LMNA splicing GFP/RFP minigene ratio, 48 h. Potency, µM (highest dose often 46.1 µM), without a hit: top-dose ratio change, negative = inhibition, most hits filed as inhibitors. actives 0.01% (n = 200,000); active means well fitted inhibition curve with a large enough effect in the signal ratio, with a control signal flat, not every such curve was filed as active; inconclusive means small, poorly fitted or top-dose-only effect, or effect the other way, or a change in a side signal; the % refers to the signal ratio; further: on the % scale 0 is the no-effect control and ±100 the full control effect
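S3 HeLa stable clones carrying a lamin A-EGFP splicing minigene plus DsRed2 were seeded at 600 cells/well in Opti-MEM with 2% FBS, pin-dosed and incubated 48 h at 37°C. Acumen cytometry (488 nm) gave the GFP/RFP total-intensity ratio.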
Epigenetic reg: derepresses silenced GFP reporter in murine cells | actives 0.2% (n = 280,000) | Potency, µM (top dose mostly 53.9 µM), without a hit: top-dose GFP activation, actives largely listed as activators | murine LDR cells, GFP reporter derepression, 30 h | AID 1865; active means well fitted activation curve with a large enough effect; inconclusive means small, poorly fitted or top-dose-only effect; further: % of control where 0% means no effect; nearly all actives have a fitted effect of over 60% in size
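In this reporter-derepression format, murine cells bearing a silenced integrated CMV-GFP locus incubate with test compound (30 h, 37 C), then are washed and imaged; fluorescent objects of 20–120 um count as induced cells.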
Starred values were filed as active, the others as inactive; ? = inconclusive; [ ] = remark or other dose. Potency means the concentration at half of the fitted maximal effect.

The first 2 compounds (preview)
SMILES	Lamin A splicing	Epigenetic reg
COc1ccc(NC(=O)CN2CCN(Cc3ccc(F)cc3)S2(=O)=O)cc1Cl	-12%[46 µM]	-1.1%
COc1ccc(CCNc2ncnc3c2cnn3-c2cccc(Cl)c2)cc1	-22%[46 µM]	3.9%

The list itself, from the start:
SMILES	Lamin A splicing	Epigenetic reg
COc1ccc(NC(=O)CN2CCN(Cc3ccc(F)cc3)S2(=O)=O)cc1Cl	-12%[46 µM]	-1.1%
COc1ccc(CCNc2ncnc3c2cnn3-c2cccc(Cl)c2)cc1	-22%[46 µM]	3.9%
Cn1nnc2c(NCc3ccc(Cl)cc3)ncnc21	-1%[46 µM]	1.3%
O=C(NCCc1csc(-c2cccnc2)n1)c1cccc(C(F)(F)F)c1	5%[46 µM]	0.8%
Cn1cnc(S(=O)(=O)N2CCCC(C(=O)Nc3ccc(F)cc3Cl)C2)c1 (stereo unspecified)	4%[46 µM]	-3.3%
Cc1oc2ncn(CC(C)C)c(=O)c2c1C(=O)NCc1cccc(Cl)c1	2%[46 µM]	-1.3%
CCN(CC)S(=O)(=O)c1ccc2nc(NC(=O)c3ccccc3OC)sc2c1	?	9.0%
CCOc1ccccc1CNS(=O)(=O)c1ccc2c(c1)CCCN2C(C)=O	-1%[46 µM]	3.8%
CCc1cccc(N2C(=O)CS(=O)(=O)C23C(=O)N(Cc2ccc(F)cc2)c2ccc(C)cc23)c1 (stereo unspecified)	2%[46 µM]	-1.3%
O=C(NCc1ccco1)c1ccc2c(c1)N(Cc1ccc(Cl)cc1)C(=O)c1ccccc1S2	?	0.0%
Cc1cc(=O)n(CC(=O)N2CCCCC2)c2c1c(C)nn2C	12%[46 µM]	0.8%
Cc1ccccc1OCC(=O)Nc1ccc(C(=O)OCc2cc(=O)n3c(C)csc3n2)cc1	-9%[46 µM]	11%
Cc1ccc(N2CC(c3nc(-c4ccc(Cl)cc4)no3)CC2=O)cc1F (stereo unspecified)	4%[46 µM]	1.5%
O=C(CSc1nnc(-c2ccncc2)n1-c1ccccc1)Nc1ccc(Br)cc1	2%[46 µM]	-1.1%
CC(=O)CSc1nnc2cc(C)c3cc(C)cc(C)c3n12	-13%[46 µM]	-3.2%
CC1CCN(CC2CCN(C(=O)NCc3ccc(F)cc3)CC2)CC1	-9%[46 µM]	0.0%
CC1=C(C(N)=O)C(c2cccc(C)c2)n2nc(-c3ccc(Cl)cc3)nc2N1 (stereo unspecified)	?	1.4%
CCOC(=O)C1CCN(C(=O)c2ccc(C)c(NC(=O)c3nsc4ccccc34)c2)CC1	3%[46 µM]	-2.7%
CCOC(=O)C1CCN(C(c2ccccc2)c2c(O)cc(C)n(Cc3ccco3)c2=O)CC1 (stereo unspecified)	-15%[46 µM]	-4.9%
COc1ccccc1CNS(=O)(=O)c1cc2c3c(c1)CCN3C(=O)CC2	-3%[46 µM]	1.6%
CC(=O)N1CCCc2ccc(NS(=O)(=O)c3ccc(C)c(C)c3)cc21	-15%[46 µM]	-0.8%
CCc1ccccc1NC(=O)C(=O)NCC(c1cccnc1)N1CCN(c2ccccc2F)CC1 (stereo unspecified)	8%[46 µM]	0.0%
CCOC(=O)c1c(SCC(=O)Nc2cc(Cl)cc(Cl)c2)nc(=O)[nH]c1C	-8%[46 µM]	8.6%
Cc1cc(NC(=O)CSc2nc3c([nH]c4ccccc43)c(=O)n2-c2ccccc2F)no1	?	0.0%
CCCC(=O)Nc1cc(C(=O)NCc2ccccc2)ccc1S(=O)(=O)c1ccc(Cl)cc1	5%[46 µM]	-1.1%
COc1ccc(NC(=O)c2c(NCc3ccc(OC)c(OC)c3OC)sc3c2CCC3)c(OC)c1	?	?
Cc1cc2c(cc1S(=O)(=O)N1CCC(C)CC1)OCC(=O)N2	-1%[46 µM]	1.1%
Cc1ccc(N2CC(NC(=O)c3cc4ccccc4o3)CC2=O)cc1C (stereo unspecified)	4%[46 µM]	1.3%
CC(C)CCNC(=O)c1c[nH]c2ccc(S(=O)(=O)Nc3cccc(C(F)(F)F)c3)cc2c1=O	-4%[46 µM]	0.0%
CCn1ccc2cc(S(=O)(=O)N3CCC(C(=O)NCc4ccc(F)cc4)CC3)ccc21	-4%[46 µM]	0.0%
COc1cccc(NC(=O)c2ccc(-c3nc(COc4ccccc4)c(C)o3)cc2)c1	-10%[46 µM]	2.2%
CCOc1ccc(CNC(=O)c2ccc(Sc3ccc(C)cc3)c(N)c2)cc1OC	-17%[46 µM]	-2.4%
COc1ccc(NC(=O)CN(C)S(=O)(=O)c2ccc3[nH]c4c(c3c2)CCCC4)cc1OC	?	0.0%
N#Cc1cccc(NC(=O)C2CCN(c3cnccn3)CC2)c1	-2%[46 µM]	-3.8%
CC(C)(C)CC(=O)NCC(c1ccc2c(c1)OCO2)N1CCN(c2ccccc2)CC1 (stereo unspecified)	-11%[46 µM]	0.0%
Cc1ccc(C)c(NC(=O)CSc2c(C)cnc3c2c(=O)n(C)c(=O)n3C)c1	?	1.3%
Cc1cccc(CS(=O)(=O)Cc2ccc(C(=O)NCc3ccccc3)o2)c1	4%[46 µM]	-0.2%
O=C(NC1CC(=O)N(c2cccc(F)c2)C1)c1ccc(S(=O)(=O)N2CCOCC2)cc1 (stereo unspecified)	?	1.4%
CCOC(=O)C1CCN(S(=O)(=O)c2cc3c4c(c2)CC(=O)N4CCC3)CC1	0%[46 µM]	2.6%
CC1CCN(S(=O)(=O)c2ccc(C(=O)Nc3sc4c(c3C(N)=O)CC(C)(C)NC4(C)C)cc2)CC1	-13%[46 µM]	4.7%
O=c1c(=O)n(-c2cccc(Cl)c2)ccn1Cc1cccc(F)c1	-1%[46 µM]	0.8%
CCOc1ccc(Sc2cc(C(=O)NCc3ccc(F)cc3)c3ccccc3n2)cc1	16%[46 µM]	6.0%
COc1ccc(CCNC(=O)Cn2c(=O)cc(C(F)(F)F)c3c(C)nn(C)c32)cc1OC	?	0.0%
Cc1ccc(CCNc2ncnc3onc(-c4ccc(F)cc4)c23)cc1	14%[46 µM]	1.1%
O=C(Cc1ccc(-c2ccccc2)cc1)NCCS(=O)(=O)N1CCN(c2cccc(Cl)c2)CC1	-1%[46 µM]	6.1%
COc1ccc(Cl)c2sc(NC(=O)c3ccc(S(=O)(=O)N4CCCC4)cc3)nc12	?	?
COc1cccc(CNS(=O)(=O)c2ccc3c(c2)C(C(C)C)C(=O)N3)c1 (stereo unspecified)	?	-3.7%
COc1ccccc1CNC(=O)C1CCN(c2nc3ccc(C)cc3[nH]2)CC1	-5%[46 µM]	2.3%
Cc1ccccc1C(=O)NCc1nc2cccnc2n1Cc1ccccc1	6%[46 µM]	0.0%
COc1ccc(-n2ncc(C(=O)Nc3ccc4c(c3)OCCO4)c2C2CCN(C(=O)OC(C)(C)C)CC2)cc1	-7%[46 µM]	3.8%
CCOc1ccc2nc(N3CCN(C(=O)CS(=O)(=O)c4ccc(F)cc4)CC3)sc2c1	?	0.6%
COc1ccc(NC(=O)C(=O)NCC(c2ccc3c(c2)OCO3)N2CCN(C)CC2)cc1 (stereo unspecified)	?	1.2%
Cc1ccc2nc(N(Cc3cccnc3)C(=O)CCc3ccccc3)sc2c1	-8%[46 µM]	7.0%
O=C(NCCc1ccccc1)c1cc(Sc2cccc(Cl)c2)nc2ccccc12	2%[46 µM]	5.3%
CC(C)Oc1ccc(CNC(=O)c2ccc(NC(=O)c3nsc4ccccc34)cc2)cc1	?	7.6%
Cc1cccc(N2CCN(S(=O)(=O)c3ccc4c(c3)CCCN4C(=O)C3CCC3)CC2C)c1 (stereo unspecified)	-4%[46 µM]	1.1%
CC(=O)N1c2ccccc2CC1C(=O)N1CCN(c2ccccc2F)CC1 (stereo unspecified)	-9%[46 µM]	-4.0%
Cc1cc2[nH]c(=O)c(=O)[nH]c2cc1S(=O)(=O)N1CCN(c2cccc(Cl)c2)CC1	?	0.0%
COc1ccc(N2CCN(C(=O)CSc3n[nH]c(-c4ccccc4)n3)CC2)cc1	?	-0.6%
O=C(Cn1cnc2nc3c(cc2c1=O)CCCC3)N1CCN(c2cccc(C(F)(F)F)c2)CC1	10%[46 µM]	1.7%

Single records, as listed above. Values in the order: Lamin A splicing	Epigenetic reg
Profile of COc1cccc(CNS(=O)(=O)c2ccc3c(c2)C(C(C)C)C(=O)N3)c1 (stereo unspecified) = ?	-3.7%
Profile of Cc1cc2[nH]c(=O)c(=O)[nH]c2cc1S(=O)(=O)N1CCN(c2cccc(Cl)c2)CC1 = ?	0.0%

Remaining list, next part.
SMILES	Lamin A splicing	Epigenetic reg
CCOc1ccc(NC(=O)c2c(NCc3ccc(C)o3)sc3c2CCCCC3)cc1	-8%[46 µM]	-1.1%
Cc1cccc(OCC(=O)Nc2ccccc2C(=O)OCc2cc(=O)n3ccsc3n2)c1	15%[46 µM]	3.3%
CCC1CCCCN1S(=O)(=O)c1ccc2c(c1)CCCN2C(C)=O (stereo unspecified)	8%[46 µM]	0.0%
CCOc1ccc(NC(=O)CSc2nnc(-c3ccc(C)cc3)c(-c3ccc(C)cc3)n2)cc1	-13%[46 µM]	0.4%
COc1ccc(C(=O)NCCc2csc(-c3ccc(Cl)cc3)n2)cc1	-6%[46 µM]	0.0%
COc1cccc(C(=O)NCC(c2ccc3c(c2)OCO3)N2CCN(C)CC2)c1 (stereo unspecified)	29%[46 µM]	2.2%
COc1cccc(Cn2c(CNS(=O)(=O)c3ccc4c(c3)CCCC4)nc3cccnc32)c1	?	1.4%
CC(C)C(=O)c1cc2c(cc1NC(=O)c1ccccc1F)OCCO2	-16%[46 µM]	1.6%
O=C(CSc1nc2c([nH]c3ccccc32)c(=O)n1-c1ccc(F)cc1)N1CCCCCC1	?	4.2%
COc1ccc(N2CC(NC(=O)/C=C\c3ccccc3)CC2=O)cc1 (stereo unspecified)	-2%[46 µM]	-5.3%
CCOc1ccc(OCC)c(NS(=O)(=O)c2ccc3[nH]c(=O)ccc3c2)c1	?	0.0%
Cc1ccc(NC(=O)CSc2nc3ccc(NC(=O)c4cccs4)cc3s2)c(C)c1	0%[46 µM]	-1.6%
Cc1cc(=O)[nH]c2nnc(SCc3ccccc3F)n12	6%[46 µM]	1.3%
CC(C)c1ccc(C2=CC(c3cccc(Cl)c3)n3ncnc3N2)cc1 (stereo unspecified)	?	-1.1%
CCOC(=O)c1ccccc1NC(=O)Cn1ncc2c([nH]c3ccccc32)c1=O	9%[46 µM]	2.1%
COc1ccc(CCNC(=O)C2COc3ccccc3C2)cc1OC (stereo unspecified)	1%[46 µM]	1.7%
CCOc1ccc(NC(=O)N2CCC(n3c(C)nc4cccnc43)CC2)cc1	5%[46 µM]	-3.7%
COCCCNC(=O)c1cc(-c2cccnc2)nc2ccc(S(=O)(=O)N3CCC(C)CC3)cc12	?	0.0%
CC(=O)c1ccc(NC(=O)COCc2cc(-c3ccco3)on2)cc1	-1%[46 µM]	-2.8%
CCOc1ccc(C2CC(=O)Nc3nc(SCc4ccccc4C)[nH]c(=O)c32)cc1OC (stereo unspecified)	?	-3.2%

Seven structures out of the list, ordered by number of heavy atoms, highest first.
SMILES	Lamin A splicing	Epigenetic reg
COCCCNC(=O)c1cc(-c2cccnc2)nc2ccc(S(=O)(=O)N3CCC(C)CC3)cc12	?	0.0%
O=C(CSc1nc2c([nH]c3ccccc32)c(=O)n1-c1ccc(F)cc1)N1CCCCCC1	?	4.2%
CCOc1ccc(NC(=O)c2c(NCc3ccc(C)o3)sc3c2CCCCC3)cc1	-8%[46 µM]	-1.1%
CCOC(=O)c1ccccc1NC(=O)Cn1ncc2c([nH]c3ccccc32)c1=O	9%[46 µM]	2.1%
CCOc1ccc(NC(=O)N2CCC(n3c(C)nc4cccnc43)CC2)cc1	5%[46 µM]	-3.7%
CC(=O)c1ccc(NC(=O)COCc2cc(-c3ccco3)on2)cc1	-1%[46 µM]	-2.8%
Cc1cc(=O)[nH]c2nnc(SCc3ccccc3F)n12	6%[46 µM]	1.3%

Carrying on.
SMILES	Lamin A splicing	Epigenetic reg
COc1ccc(CCNc2nc(SCc3ccccc3F)nc3ccccc23)cc1OC	-3%[46 µM]	-1.3%
COc1ccc(NC(=O)Nc2ccccc2OCc2cc(=O)n3ccccc3n2)c(OC)c1	?	-3.4%
CCc1ccc(-c2cn3c(n2)sc2cc(C(=O)NCCC4=CCCCC4)ccc23)cc1	?	1.4%
Cc1ccc(OCC(=O)Nc2ccc(Cl)c(-c3nc4ccccc4[nH]3)c2)cc1C	?	-3.2%
O=C(Nc1ccc2nc(SCc3ccccc3)sc2c1)c1ccccc1F	?	15%
Cc1ccc(NC(=O)c2ccc(CN3CC(=O)N4CCCCC4C3=O)cc2)cc1 (stereo unspecified)	3%[46 µM]	-1.2%
Cc1c(C(=O)N(C)C)sc2c1c(=O)n(-c1ccccc1C(F)(F)F)c(=O)n2Cc1cccc(F)c1	?	-1.3%
Cc1ccc(CN(Cc2ccco2)c2cnc(S(C)(=O)=O)nc2C(=O)Nc2ccccc2Br)o1	1%[46 µM]	-3.2%
CCC(CC)C(=O)Nc1ccc2nc(SCC(=O)N3CCc4ccccc43)sc2c1	17%[46 µM]	1.6%
Fc1ccc(C(c2nnc(-c3ccccc3)o2)N2CCN(c3cccc(Cl)c3)CC2)cc1 (stereo unspecified)	-15%[46 µM]	0.0%
O=C(COc1ccccc1)Nc1nnc2n1CCS2	-3%[46 µM]	1.4%
Cc1ccc(CNC(=O)c2cnc(N3CCCCC3)c3ccccc23)cc1	-19%[46 µM]	0.0%
CCOc1ccc(-c2cc3c(=O)n(CC(=O)NCc4ccc(OC)cc4)ccn3n2)cc1	-2%[46 µM]	4.8%

Assay outcomes from PubChem.

An excerpt; rates above refer to the full screens.
